Screening data (PubChem BioAssay)
BRCA1 expr up: qHTS Assay to Identify Small Molecule Activators of BRCA1 Expression; MCF7-BRCA1-FFLuc reporter, luminescence, 48 h; response scale: scaled: vehicle 0%, 10 µM genistein 100%; Potency, µM (series often up to 46.1 µM), without a hit: at the highest dose activation, most hits filed as activators; 380,000 tested, 1.1% active; also: potency is read from the fitted curve at half-maximal effect; nearly all actives have a fitted effect of over 80% in size; some results filed as inactive show a strong effect at the top dose
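MCF7-BRCA1-FFLuc, 2000 cells/well; 2 h attach, 37 °C/5% CO2; compound 48 h; luciferase substrate 15 min; luminescence end-point. Norm. to genistein 10 microM max activation and DMSO; concentration-response curves fitted.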
a7 integrin act: qHTS for Activators of Integrin-Mediated Alleviation for Muscular Dystrophy; alpha7betagal myoblasts, beta-gal FDG fluorescence, 48 h; Potency, µM (doses to about 38.3 µM), for the others: top-dose activation, most hits filed as activators; 350,000 tested, 0.064% active; AID 624291, 2012;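 also: potency is read from the fitted curve at half-maximal effect; 100% = response of the positive control SU9516; nearly all actives have a fitted effect of over 60% in size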
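alpha7betagal+/- myoblasts (passage 13, 250/well) treated 48 h at 37C with compounds at 1:260 dilution of DMSO stock. Lysed, then beta-galactosidase activity read as FDG fluorescence (ex 480/em 540) after 30 min, with pre-read for autofluorescence.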
ASM inhibitor: Inhibitors of Secretory Acid Sphingomyelinase (S-ASM): qHTS. 340,000 tested, 0.006% active. placental ASM, HMU-PC fluorogenic substrate, 60 min. Potency, µM (series often up to 57.5 µM), inactives show top-dose activity change, negative = inhibition, actives largely listed as inhibitors; also: potency is read from the fitted curve at half-maximal effect
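Human placenta-derived ASM enzyme was preincubated with compound for 10 minutes at room temperature, then given fluorogenic substrate HMU-PC0 (9 uM final) for 60 minutes at 37 °C; a pH 10 stop preceded fluorescence reading at Ex 386/Em 447 nm.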
p53 reactivation: qHTS assay for re-activators of p53 using a Luc reporter; H1299 p53-A138V BP100-luciferase reporter, luminescence, 24 h; Potency, µM (highest dose often 92.2 µM), for inactives: at the top dose activity change, positive = activation, usual class: activators; 320,000 tested, 0.063% active; AID 504706, 2011; also: potency is read from the fitted curve at half-maximal effect; % of control where 0% means no effect; nearly all actives have a fitted effect of over 45% in size
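p53-null H1299 cells stably carrying temperature-sensitive p53-A138V and a BP100-luciferase reporter were pinned with compounds (4-point, 1:5 series) and held 24 hrs at 37 deg C. Luminescence was read 10 min after detection reagent.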
uPA generation: qHTS for Inhibitors of Cell Surface uPA Generation; cell surface uPA generation assay, qHTS; 330,000 tested, 0.31% active; AID 540303, 2011; Potency, µM (highest dose often 38.3 µM), inactives show at the top dose activity change, negative = inhibition, usual class: inhibitors; active = well fitted inhibition curve with a large enough effect; inconclusive = small, poorly fitted or top-dose-only effect; inactive = no such curve, though single readings can be large or run the other way; tested in mouse RAW 264.7 cells; also: potency is read from the fitted curve at half-maximal effect; % is scaled to controls: 0 for no effect and ±100 for the full control effect; nearly all actives have a fitted effect of over 55% in size
USP2a inh: qHTS Assay for Inhibitors of Ubiquitin-specific Protease USP2a Using CHOP2 as the Reporter; Ubiquitin carboxyl-terminal hydrolase 2 (Homo sapiens), O75604; 330,000 tested, 0.01% active; USP2 core, Ub-CHOP2 coupled fluorogenic reporter, 485/531; Potency, µM (top dose mostly 38.3 µM), inactives show at the highest dose activity change, negative = inhibition, usual class: inhibitors;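 also: potency is read from the fitted curve at half-maximal effect; plate controls were DMSO wells for no effect and full inhibition by NEM control for full effect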
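Deubiquitinase activity read as fluorescence (485/531 nm) after Ub-CHOP2 cleavage activates the enterokinase reporter on its substrate; USP2 core 10nM, Ub-CHOP2 and substrate 25nM each, 30min compound preincubation then 60min RT; data normalized to NEM, curves fitted.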
Eya2 phos inh: qHTS Assay for Inhibitors of the Phosphatase Activity of Eya2 | Protein phosphatase EYA2 (Homo sapiens), O00167 | 330,000 tested, 0.006% active | AID 488837, 2010 | recombinant Eya2, OMFP fluorescence dephosphorylation (OMFP is methylfluorescein phosphate) | Potency, µM (doses to about 76.9 µM), for the others: top-dose activity, negative = inhibition, most hits filed as inhibitors; also: potency is read from the fitted curve at half-maximal effect; % is scaled to controls: 0 for no effect and ±100 for the full control effect
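Eya2 protein (added as 0.2 uM solution) was preincubated with compound for 10 min at ambient temperature in 50 mM HEPES pH 7.5, 50 mM NaCl, 5 uM MgCl2, 0.05% BSA, 1 mM DTT. OMFP (added at 50 uM) then reacted 10 min; fluorescence read at 485/525 nm.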
TSG101-PTAP inh: qHTS Assay for Iinhibitors of HIV-1 Budding by Blocking the Interaction of PTAP/TSG101 | Tumor susceptibility gene 101 protein (Homo sapiens), Q99816 | Fluorescence polarization, FITC-PTAP peptide / Tsg101 binding | Potency, µM (highest dose often 115 µM), without a hit: top-dose activity change, negative = inhibition, most hits filed as inhibitors | 340,000 tested, under 10 active; active = well fitted inhibition curve with a large enough effect in the main read-out, with a control signal flat, not every such curve was filed as active; inconclusive = small, poorly fitted or top-dose-only effect, or effect the other way, or a change in a side signal; inactive = no such curve, though single readings can be large or run the other way; also: potency is read from the fitted curve at half-maximal effect; % of control where 0% means no effect
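Compounds were pin-transferred onto Tsg101 binding domain (10 uM final) in HEPES pH 7.5 buffer, then FITC-PTAP peptide was added at 50 nM final. After 20 min at RT, polarization reported peptide displacement across a qHTS concentration series.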
B2AR arrestin: qHTS assay of beta-arrestin-biased ligands of beta2-adrenergic receptor; Beta-2 adrenergic receptor (Homo sapiens), P07550; beta-arrestin recruitment to beta2AR, cell-based reporter; Potency, µM (titrated, usually from 46.1 µM), without a hit: top-dose activation, usual class: activators; 330,000 tested, 0.02% active; AID 492947, 2010;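 also: potency is read from the fitted curve at half-maximal effect; 0% = DMSO controls and full agonism = EC100 isoproterenol or metaproterenol; nearly all actives have a fitted effect of over 65% in size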
ELG1 genotox: qHTS screen for small molecules that induce genotoxicity in human embryonic kidney (HEK293T) cells expressing luciferase-tagged ELG1. 330,000 tested, 1.3% active. HEK293T ELG1-luciferase reporter, luminescence, 16 h. Potency, µM (series often up to 46 µM), for inactives: at the top dose activity change, positive = activation, actives largely listed as activators. AID 504466, 2011; also: potency is read from the fitted curve at half-maximal effect; % of control where 0% means no effect; nearly all actives have a fitted effect of over 60% in size
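ELG1-luciferase HEK293T cells, 2,000/well; compound pinned in; 16 hr, 37 °C, 5% CO2; ONE-Glo, 30 min RT; luminescence on CCD imager.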
TRPV1 agonist: HTS Assay for Compounds that Act as Agonists of the Vanilloid Receptor 1; 320,000 tested, 0.19% active; Transient receptor potential cation channel subfamily V member 1 (Homo sapiens), Q8NER1; TRPV1-expressing cells, Fluo-8 calcium influx, agonist mode; activation, % at 8.33 µM; in the data active = activation above about 80%; inconclusive = between about 30% and that limit; also: 0% is about no effect
Target sequence (Q8NER1 whole entry, looked up): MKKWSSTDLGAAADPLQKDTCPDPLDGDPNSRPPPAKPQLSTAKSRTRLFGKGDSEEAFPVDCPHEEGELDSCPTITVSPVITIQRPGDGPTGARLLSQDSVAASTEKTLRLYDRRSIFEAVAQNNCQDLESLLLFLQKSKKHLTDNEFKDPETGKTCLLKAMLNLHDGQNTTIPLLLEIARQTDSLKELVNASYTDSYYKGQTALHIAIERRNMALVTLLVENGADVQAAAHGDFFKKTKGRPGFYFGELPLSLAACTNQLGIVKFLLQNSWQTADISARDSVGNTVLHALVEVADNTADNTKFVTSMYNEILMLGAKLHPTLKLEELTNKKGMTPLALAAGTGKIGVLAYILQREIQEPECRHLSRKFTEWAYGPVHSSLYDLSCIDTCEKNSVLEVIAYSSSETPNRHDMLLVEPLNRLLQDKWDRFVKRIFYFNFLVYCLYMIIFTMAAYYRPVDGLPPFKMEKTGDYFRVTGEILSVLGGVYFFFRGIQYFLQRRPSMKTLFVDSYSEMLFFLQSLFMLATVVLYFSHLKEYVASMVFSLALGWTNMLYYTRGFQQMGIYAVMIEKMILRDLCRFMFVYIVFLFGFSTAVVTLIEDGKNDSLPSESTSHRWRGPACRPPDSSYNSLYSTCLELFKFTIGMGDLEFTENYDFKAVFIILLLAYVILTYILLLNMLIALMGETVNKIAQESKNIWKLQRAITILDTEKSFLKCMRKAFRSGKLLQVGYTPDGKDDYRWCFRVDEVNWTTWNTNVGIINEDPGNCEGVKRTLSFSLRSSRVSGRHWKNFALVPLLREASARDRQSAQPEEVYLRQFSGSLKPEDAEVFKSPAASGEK
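Cells expressing TRPV1 were dye-loaded with Fluo-8 and read kinetically: 10 s baseline, 3 min after compound (agonist portion), then 2 min after EC20 capsaicin (allosteric enhancer portion). Calcium-bound dye fluorescence at 480/520 nm.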
Numbers without * were called inactive; ? = inconclusive; / = not tested or not shown; [ ] = remark or other dose. Unless noted, calls follow the shape of the dose curve; as a rule, active = well fitted curve in the direction sought with a large enough effect; inconclusive = small, poorly fitted or top-dose-only effect, or another doubt; inactive = no such curve, though single readings can be large; an effect the other way counts as inactive or inconclusive.

Results follow in this order: a7 integrin act	uPA generation	BRCA1 expr up	ASM inhibitor	TRPV1 agonist	TSG101-PTAP inh	Eya2 phos inh	p53 reactivation	B2AR arrestin	USP2a inh	ELG1 genotox
1) Cc1ccc(C(=O)c2cc([N+](=O)[O-])ccc2N2CCOCC2)cc1
    5%	-18%	-76%	-11%	1	-2%	0%	2%	-0.5%	0%	11%
2) Cc1cnc(C(=O)N2CCCC(N3CCN(c4ccccc4F)CC3)C2)cn1 (stereo not drawn)
    -14%	3%	-2%	1%	2	-3%	3%	/	-0.4%	-1%	-2%
3) Cc1cccc(C(=O)NCC(=O)NC(C)CCc2ccccc2)c1 (stereo not drawn)
    15%	6%	-15%	2%	3	-6%	-7%	-10%	0.3%	3%	1%
4) CCOC(=O)C1(CCCc2ccccc2)CCN(C2CCN(C(C)=O)CC2)CC1
    6%	-22%	-14%	2%	7	0%	3%	-3%	0.1%	-1%	-6%
5) Cc1ccc(S(=O)(=O)c2c(C)cc(C)nc2N2CCOCC2)cc1
    4%	3%	-3%	-2%	3	-4%	15%	4%	-0.2%	1%	4%
6) CCOC(=O)N1CCN(C(=O)CCN2C(=O)COc3ccccc32)CC1
    10%	-16%	-4%	5%	-1	-3%	-22%	6%	0.0%	7%	-1%
7) c1ccc2c(c1)nc1n2CC2CON(C3CCCCC3)C12 (stereo not drawn)
    36%	-4%	34%	-3%	-1	-3%	-5%	0%	-0.7%	2%	6%
8) COc1ccc(S(=O)(=O)N(C)c2ccc(C(=O)Nc3ccccc3C(=O)N3CCOCC3)cc2)cc1
    -17%	1%	-18%	-1%	-3	-4%	-1%	1%	0.3%	4%	-3%
9) Cn1cnc2c(SCc3ccccc3)ncnc21
    13%	2%	?	-1%	/	-6%	/	/	/	/	/
10) COc1ccc(C(=O)N2CCN(CCc3ccccc3)CC2)cc1[N+](=O)[O-]
    ?	-8%	-13%	-2%	-4	-1%	0%	-39%[inhibitor]	0.2%	1%	-5%
11) CN(CC(=O)Nc1cccc(F)c1)C(=O)CCCc1c[nH]c2ccccc12
    1%	-9%	-4%	0%	0	-4%	0%	5%	-0.2%	-2%	2%
12) O=C(c1ccc2c(c1)OCO2)N1CCN(c2ccc(F)cc2)CC1
    18%	-1%	25%	3%	16	0%	10%	4%	-0.8%	0%	-3%
13) Cc1nn(Cc2ccccc2)c(C)c1NC(=O)CCCn1nc([N+](=O)[O-])cc1C
    1%	-2%	0%	1%	1	0%	-10%	3%	0.4%	4%	-3%
14) O=C(CSc1nnc(CCCOc2ccc(Cl)cc2Cl)o1)Nc1ccc(C(=O)O)cc1
    12%	-3%	1%	-1%	-1	-3%	-2%	-3%	0.0%	3%	4%
15) Cc1cc(C)c(C#N)c(SCCN2CCOCC2)n1
    5%	13%	-21%	4%	-1	0%	10%	-2%	-0.3%	3%	1%
16) CC(C)C/C=C1\CCc2c([nH]c3ccccc23)C1=O
    ?	-1%	8.9µM*	6%	1	-1%	-3%	11%	0.0%	2%	?
17) COC(=O)c1c(N2C(=O)[C@H]3[C@@H](C2=O)[C@]2(C(=O)Nc4c(C)cccc42)N2CCC[C@@H]32)sc(C)c1C
    -19%	0%	-39%	3%	?	-1%	1%	-32%[inhibitor]	7.9%	-21%	1%
18) Cc1ccc(C(C(=O)NC2CCCC2)N(Cc2cccnc2)C(=O)c2snc(C(N)=O)c2N)o1 (stereo not drawn)
    20%	2%	-27%	99%[activator]	-4	-4%	-15%	3%	-0.3%	0%	-4%
19) CCCc1cc(-c2n[nH]c(=S)n2Cc2ccccc2)cs1
    26%	/	14%	-1%	3	-7%	-14%	5%	-0.1%	0%	-1%
20) CC(C)Cc1ccc(CN2CCCC(NC(=O)c3ccoc3)C2)cc1 (stereo not drawn)
    -44%	-19%	-34%	1%	14	0%	-1%	2%	0.1%	3%	-1%
21) CCN(CC)S(=O)(=O)c1ccc2oc(SCC(=O)NCc3ccccc3)nc2c1
    0%	-1%	-32%	0%	7	-4%	4%	4%	-0.4%	1%	-5%
22) O=C1NCC(COCc2ccccc2)O1 (stereo not drawn)
    9%	0%	-8%	-1%	-2	-3%	-22%	-5%	-0.5%	-2%	-2%
23) COc1ccc(-c2nnc3sc(-c4ccccn4)nn23)cc1
    /	/	/	/	2	/	-12%	5%	0.1%	1%	?
24) CC(=O)NC12CC3CC(C1)CC(C(=O)NCc1ccc(C)cc1)(C3)C2
    ?	-4%	-4%	6%	?	-3%	0%	1%	-1.2%	0%	-2%
25) CC(C)C(=O)NNC(=O)CC(=O)Nc1ccccc1C(=O)O
    24%	3%	3%	4%	1	-6%	7%	5%	4.3%	4%	1%
26) O=C(Nc1ccc(F)cc1)C1CCN(C(=O)NCc2ccccc2)CC1
    -7%	14%	13%	-1%	0	-5%	6%	-10%	-0.2%	1%	-14%
27) COc1cccc(C(=O)NNc2nc(C)cc(C)n2)c1
    -6%	5%	-30%	3%	1	-1%	2%	1%	-0.6%	3%	-1%
28) Cc1ccc(C(=O)NCC2CCCO2)cc1S(=O)(=O)N1CCCCC1 (stereo not drawn)
    -32%	-14%	-14%	1%	9	/	10%	2%	-0.3%	-1%	0%
29) O=C1N=C2SCCN2/C1=C\c1ccc(Cl)cc1
    25%	-8%	-31%	2%	7	-8%	5%	6%	-1.8%	0%	-3%
30) O=C(OC1CCOC1=O)c1ccc(CO)cc1 (stereo not drawn)
    -11%	2%	1%	0%	-3	-1%	2%	2%	0.0%	1%	3%
31) COC(=O)c1c(NC(=O)CN2CCN(c3cccc(Cl)c3)CC2)sc(C)c1C
    11%	1%	14%	-1%	-1	0%	-6%	6%	0.3%	0%	0%
32) COc1ccc(S(=O)(=O)N2CCC(C(=O)NCC3CCCO3)CC2)cc1Cl (stereo not drawn)
    -20%	-2%	?	-1%	1	-4%	-1%	5%	0.3%	2%	-1%
33) Fc1ccc(-n2cc(-c3ccccc3)[n+]3c2SCC3)cc1
    -35%[inhibitor]	-18%	-25%	1%	-3	-3%	0%	15%	-0.4%	2%	-11%
34) COc1ccc(OCc2cc(C(=O)NCC3(C)COC3)no2)c(Cl)c1
    23%	-14%	63%	-2%	4	0%	-10%	?	5.3%	-8%	12%
35) c1ccc2c3nnc4n(c-3nc2c1)CCCS4
    7%	8%	58%	-1%	-2	-3%	11%	3%	0.2%	1%	?
36) CCOc1ccc(NC(=O)CSc2nc3ccccc3c(=O)n2CCCC(=O)N2CCCC2)cc1
    -19%	-1%	-1%[1.84 µM]	-3%	-4	-6%	-19%	5%	0.0%	1%	1%
37) CSc1ccc(C2NC(=O)c3ccccc3N2)cc1 (stereo not drawn)
    ?	-16%	11%	99%[activator]	/	-1%	/	/	/	/	/
38) COC(=O)c1sccc1NC(=O)c1ccccc1C(=O)O
    -18%	0%	-3%	2%	/	-7%	/	/	/	/	/
39) O=C(CCCCCNC(=O)c1ccccc1Cl)N/N=C/c1ccco1
    9%	4%	11%	-4%	3	0%	-9%	10%	-0.2%	0%	1%
40) COc1ccc(/C=N/NC(=O)C2C3CCCCC32)cc1OC (stereo not drawn)
    -1%	/	3%	0%	-1	0%	2%	-2%	0.0%	2%	9%
41) Cc1cccc(/C(N)=N/OC(=O)Cc2cccs2)c1
    -18%	2%	?	-1%	14	-2%	-27%	?	0.7%	3%	?
